# GLP1R ag – activates the human GLP-1 receptor; P43220; HEK293 GLP-1R CRE-luciferase, luminescence, 4-6 h; cells express a hypersensitive GLP-1R form; Potency, µM (top dose mostly 45.6 µM), without a hit: at the highest dose activation, actives largely listed as activators; 380,000 tested, 0.007% active; AID 624172; also: % of control where 0% means no effect
# Target sequence (P43220 whole entry, looked up): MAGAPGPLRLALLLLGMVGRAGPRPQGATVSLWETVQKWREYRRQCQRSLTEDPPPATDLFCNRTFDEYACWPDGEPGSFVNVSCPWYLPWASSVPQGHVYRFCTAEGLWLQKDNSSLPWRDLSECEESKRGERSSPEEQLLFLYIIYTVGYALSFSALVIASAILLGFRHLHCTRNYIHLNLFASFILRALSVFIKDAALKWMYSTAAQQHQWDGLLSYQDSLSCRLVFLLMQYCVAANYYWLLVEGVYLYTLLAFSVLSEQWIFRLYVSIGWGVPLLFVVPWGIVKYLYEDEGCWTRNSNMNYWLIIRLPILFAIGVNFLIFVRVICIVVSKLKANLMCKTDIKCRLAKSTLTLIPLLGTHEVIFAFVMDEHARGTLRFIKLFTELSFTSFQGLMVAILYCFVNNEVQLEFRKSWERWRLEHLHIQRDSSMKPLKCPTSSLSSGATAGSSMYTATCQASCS
# HT1080-NT tox – kills 2HG-producing HT-1080-NT fibrosarcoma cells; HT-1080-NT fibrosarcoma viability, CellTiter-Glo ATP luminescence, 48 h; Potency, µM (series often up to 46.1 µM), for the others: top-dose activity, negative = less viability, actives largely listed as cytotoxic; 360,000 tested, 1.6% active; AID 686970;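 also: NT is the 2HG producing partner of a matched IDH1 knockdown line; 0% = DMSO-treated cells and -100% = media-only wells without cells; nearly all actives have a fitted effect of over 55% in size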
#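 A 48-hour cytotoxicity screen used HT-1080-NT cells plated 2 hours before compound delivery. ATP-based CellTiter-Glo luminescence measured viability, normalized to DMSO and no-cell controls.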
# GLP-1R inv ag – inverse agonists of human GLP-1 receptor | P43220 | HEK293 GLP-1R CRE-luciferase, luminescence, 24 h; GLP-1R form is constitutively active | Potency, µM (titrated, usually from 38.3 µM), inactives show at the highest dose activity change, negative = inhibition, actives largely listed as inhibitors | 410,000 tested, 1.6% active; also: % is scaled to controls: 0 for no effect and ±100 for the full control effect; nearly all actives have a fitted effect of over 55% in size
#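 Using stably transfected HEK293 (constitutively active GLP-1R, cAMP-luciferase reporter), compounds were incubated 24 hr and luciferase measured by luminescence.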
# GLP1R cytotox – cytotoxic in the GLP-1 receptor inverse agonist counter-screen | HEK293 cAMP-luciferase reporter cells, luminescence, 24 h | Potency, µM (top dose mostly 38.3 µM), inactives show at the top dose activity change, negative = inhibition, actives largely listed as inhibitors | 410,000 tested, 0.13% active;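 also: loss of luciferase light is scored as toxicity; % is scaled to controls: 0 for no effect and ±100 for the full control effect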
#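 1536-well qHTS counterscreen of the MLSMR; 200 cells/uL, 12 h pre-incubation, 23 nL cpd, 24 h at 37 deg C 5% CO2, luciferase detection reagent, 12 min RT, luminescence. Inhibition = undesired.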
# SW480 rereplic – inducers of DNA re-replication in SW480 colon cancer cells | SW480 DNA re-replication, Hoechst DNA content imaging, 48 h | Potency, µM (doses to about 46.1 µM), inactives show at the top dose re-replication activation, hits mostly activators | 340,000 tested, 1.8% active | AID 624297; also: % of control where 0% means no effect; nearly all actives have a fitted effect of over 55% in size
#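 First, 250 cells per well were seeded. Next, compound or vehicle (23 nL) was pinned in, plates sat 48 hr at 37 C. Finally Hoechst was added for 40 min before fluorescence scanning.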
# HT1080 IDH1KD tx – HT-1080 IDH1 knockdown cell toxicity (counter line); HT-1080 IDH1 knockdown viability, ATP luminescence, 48 h; Potency, µM (doses to about 46.1 µM), without a hit: at the highest dose activity, negative = toxicity, hits mostly cytotoxic; 360,000 tested, 2% active;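 also: 0% = DMSO wells and -100% = cell-free medium wells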
#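 Using the IDH1-knockdown HT-1080 line run in the same batch and compound series as the NT line, viability after 48 h at 37 °C was determined by CellTiter-Glo luminescence and expressed as % activity.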
# TDP-43 yeast inh – rescues yeast growth from TDP-43 toxicity | TDP-43 expressing yeast growth rescue, BacTiter-Glo, 24 h | Potency, µM (highest dose often 46.1 µM), for the others: at the highest dose growth rescue (activation), actives largely listed as activators | 410,000 tested, 1.8% active | AID 652104; also: % of control where 0% means no effect; nearly all actives have a fitted effect of over 50% in size
#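 Yeast cells expressing TDP-43 under galactose induction are exposed to compounds for 24 hr at 30 deg C. BacTiter-Glo luminescence measures growth, so protective compounds score as activators.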
# KB-3-1 tox – KB-3-1 parental cell cytotoxicity; KB-3-1 viability, CellTiter-Glo ATP luminescence, 72 h; Potency, µM (doses to about 46.1 µM), for the others: at the top dose activity change, negative = cytotoxic, actives largely listed as cytotoxic; 400,000 tested, 1.4% active; also: % is scaled to controls: 0 for no effect and ±100 for the full control effect; nearly all actives have a fitted effect of over 60% in size
#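 Screening of KB-3-1 cells (DMEM, 10% FBS, phenol-red free) ran from lowest to highest compound concentration; after 72 h at 37 °C viability was read luminescently and curves fitted.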
# KB-V1 MDR tox – kills drug-selected multidrug resistant KB-V1 cells; Potency, µM (series often up to 46.1 µM), for the others: at the highest dose activity change, negative = cytotoxicity, actives largely listed as cytotoxic; KB-V1 MDR cells viability, CellTiter-Glo, 72 h; AID 1347076; 400,000 tested, 3.4% active; also: % is scaled to controls: 0 for no effect and ±100 for the full control effect; nearly all actives have a fitted effect of over 60% in size
#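 Luminescent ATP read-out (CellTiter-Glo, 10 min) measures survival of drug-selected KB-V1 MDR cells after 72 h, 37 degrees C compound exposure. Medium: phenol-red-free DMEM, 10% FBS. Values from fitted concentration-response curves.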
# Starred values were filed as active, the others as inactive; ? = inconclusive; · = no result given; & = joins results of further samples; [ ] = dose if it differs, or a comment. Calls follow the shape of the dose curve; as a rule, active = well fitted curve in the direction sought with a large enough effect; inconclusive = small, poorly fitted or top-dose-only effect, or another doubt; inactive = no such curve, though single readings can be large; an effect the other way counts as inactive or inconclusive. Potency is read from the fitted curve at half-maximal effect.
SMILES,GLP1R ag,HT1080-NT tox,GLP-1R inv ag,GLP1R cytotox,SW480 rereplic,HT1080 IDH1KD tx,TDP-43 yeast inh,KB-3-1 tox,KB-V1 MDR tox
CC(C)(O)[C@H](O)Cc1cc2ccc(=O)oc2cc1O[C@@H]1O[C@H](CO)[C@@H](O)[C@H](O)[C@H]1O,-0.2%,-1.4%,12.3%,0.6%,2.9%[9.22 µM],1.6%,-6.4%,-18.6%,-12.9%
O=[N+]([O-])c1cccc(-c2noc(-c3ccco3)n2)c1,15.2%,9.3%,13.5%,1.8%,-17.2%,8.4%,14.2%,-4.7%,11.9%
N#Cc1c(C(F)(F)F)cc(-c2ccccc2)[nH]c1=O,1.6%,-2.4%,3.1%,-7.5%,13.8%,0.8%,3.4%,-16.5%,?
COc1ccc(NC(=O)CC2C(=O)N(c3cccc(OC)c3)C(=O)N2CCc2cccs2)cc1 (stereo not given),·,·,?,-6.9%,·,·,5.7%,0.7%,2.5%
CCOC(=O)c1cc(NC(=O)c2ccc(C)cc2)c(=O)n2c1oc1ccccc12,0.7%,·,34.6%[activator],12.5%,·,·,-0.6%,1.3%,-26.2%
Cc1ccc(-n2ncc3c(N(CCO)Cc4ccccc4)ncnc32)cc1,·,·,?,0.9%,·,·,?,1.4%,-0.9%
COc1cccc(NC(=O)Cn2nnc(C(=O)NCc3ccc4c(c3)OCO4)c2N)c1,2.1%,-13.8%,-13.0%&-8.1%,-11.0%&3.7%,20.6%,-14.6%,6.1%&19.5%,17.8%,13.3%
CCOC(=O)c1c(NC(=O)COc2cc(C)ccc2C(C)C)sc2c1CCCC2,·,·,20.0%,0.8%,·,·,4.9%,17.6%,-23.2%
O=C(CCc1ccccc1)NC(NC(=S)Nc1cccc(Cl)c1)C(Cl)(Cl)Cl (stereo not given),-6.6%,10.0%,?,3.4%,-11.3%,16.6%,-9.2%,-24.2%,?
COc1ccc(S(=O)(=O)NNC(=O)C2Cc3c(ccc4ccccc34)O2)cc1 (stereo not given),-2.4%,-11.0%,0.0%,-17.6%,-0.9%,-18.8%,2.4%,?,-11.3%
COc1ccc(CCNC(=O)c2csc3c2CCCCC3)c(OC)c1,·,·,?,5.0%,·,·,-0.7%,?,?
CC1(C)CC(=O)c2c(O)cc(OCc3ccc(Br)cc3)cc2O1,3.7%,-10.5%,-56.0%,12.9%,20.0%,?,-6.5%,-13.1%,?
CCc1nc2c(OCc3ccc(Cl)cc3)cccn2c1N(C)C(=O)c1cccs1,15.3%,?,?,-1.2%,·,?,?,0.0%,-17.7%
COc1ccc(NC(=O)Cc2ccccc2)cc1,0.0%,12.7%,-8.8%,6.8%,2.0%,-0.6%,1.6%,8.1%,1.9%
COc1cc(OC)c2c(c1)OC(=O)CC2c1cc(OC)c(OC)c(OC)c1 (stereo not given),-3.9%,-1.1%,13.6%,0.7%,46.2%,0.6%,-9.7%,-16.2%,6.5%
O=C(CCNC(=O)N1CC(=O)Nc2ccccc21)NCc1ccc(Cl)cc1,-2.2%,6.7%,2.5%,-24.5%,·,0.4%,2.5%,4.8%,14.5%
O=P(CCC(F)(F)F)(CCC(F)(F)F)CCC(F)(F)F,-0.8%,15.1%,23.0%,-1.4%,2.4%,18.7%,-13.9%,-6.6%,0.0%
CCCCCN(C(=O)CCC(=O)OCC(=O)Nc1cccc(CC)c1)c1c(N)n(CCCC)c(=O)[nH]c1=O,-8.2%,0.6%,?,-22.2%,-8.5%,-1.8%,14.2%,?,-1.6%
Cc1cc(/C=C2\C(=N)N3N=C(S(C)(=O)=O)SC3=NC2=O)c(C)n1Cc1ccccc1,0.9%,-14.9%,-3.0%,-5.0%,?,12.9%,-17.7%,-2.3%,1.1%
Cc1ccc(NC(=O)c2cccnc2C(=O)O)nc1,-0.8%,7.9%,5.2%,5.2%,-6.2%,11.8%,-2.9%,2.2%,25.1%
Cn1nnc2sc3c(c2c1=O)CCCC3,-3.4%,0.0%,0.0%,-0.7%,-2.2%,-2.2%,18.0%,7.1%,-9.9%
CCOC(=O)c1ccc(NC(=O)CSc2nc3ccccc3c(=O)n2CCC(=O)NC2CCCCC2)cc1,·,·,7.0%,7.3%,·,·,8.7%,-10.6%,0.6%
Cc1ccc(C)c(C(=O)COC(=O)Cn2[nH]c(=O)c3ccccc3c2=O)c1,4.8%,-2.5%,1.6%,1.5%,-1.3%,-0.1%,6.1%,2.6%,?
Cn1c(=O)n(-c2cccc(Cl)c2)c(=O)c2sc3ccccc3c21,0.3%,·,1.0%,-12.5%,·,·,20.4%,2.5%,0.0%
CN1C[C@H]2CON(C)[C@H]2C[C@H]1c1cccc(-c2ccccc2)c1,13.8%,18.0%,-13.5%,0.8%,18.7%[9.22 µM],1.8%,21.7%,-5.2%,-17.8%
CCOC(=O)N1CCN(Cc2nc(N)nc(Nc3ccc(OCC)cc3)n2)CC1,10.8%,0.1%[9.24 µM],9.3%,5.5%,-2.7%,5.9%,-5.5%,3.2%,7.3%
Cc1ccc(S(=O)(=O)N(CC(=O)Nc2ccc3c(c2)OCO3)c2cc(Cl)cc(Cl)c2)cc1,·,·,-11.8%,-3.8%,·,·,-0.8%,-0.3%,-24.8%
CC1(C)CC(=O)C2=C(C1)OC(N)=C(C#N)C21CCN(C(=O)OCc2ccccc2)CC1,9.2%,-1.8%,18.1%,-15.7%,2.1%,3.0%,-1.4%,0.2%,0.6%
COc1cccc(-c2nc(CS(=O)(=O)CC(=O)Nc3c(C)cccc3C)c(C)o2)c1,-2.3%,-14.3%,-9.5%,3.0%,-0.9%,-8.8%,13.8%,-15.2%,-2.9%
COc1ccc(-n2c(SCC(=O)NCC3CCCO3)nc3c(c2=O)SCC3)cc1OC (stereo not given),-4.7%,9.4%,-14.2%,0.0%,-5.1%,8.6%,21.9%,9.2%,17.8%
CCCc1nc2nc(C)c(NS(=O)(=O)c3ccc(F)cc3)c(=O)n2[nH]1,-1.7%,?,6.6%&3.8%,-3.3%&-2.1%,-11.1%,14.7%,-15.7%&1.2%,-6.7%&11.2%,?
CCN1C(=NCCc2cccs2)N[C@@H](c2cccs2)C(C(=O)OC)=C1C,18.1%,?,?,-4.6%,-3.1%,-5.0%,13.5%,0.1%,-6.9%
CCCNc1c(NC(=O)COc2ccc(Cl)cc2)c(=O)oc2ccccc12,11.4%,-11.0%,-29.5%,-15.5%,-14.9%,-15.0%,11.2%,-5.2%,4.0%
COc1ccc(NC(=O)c2c(N)no[n+]2[O-])cc1,-1.6%,0.731µM*,?,?,0.8%,0.731µM*,17.0%,?,-10.8%
CC1CCCCN1C(=O)CSc1nc2ccsc2c(=O)n1Cc1ccccn1 (stereo not given),-1.0%,9.4%,2.1%,50.8%[activator],-12.1%,-6.6%,-14.7%,-0.8%,18.4µM*
CCCCn1c(N)c(N(Cc2ccccc2OC)C(=O)c2sccc2C)c(=O)[nH]c1=O,8.0%,-0.8%,5.2%,-0.1%,2.0%,-0.6%,4.4%,1.7%,-1.5%
Cn1c(O)c(N=Nc2ccccc2)c2ccccc21,12.5%,-1.3%,0.0%,15.1%,1.8%,-9.2%,-9.0%,8.5%,4.6%
CC(=O)Nc1ccc(S(=O)(=O)Nc2cc([N+](=O)[O-])ccc2C)cc1,6.9%,-10.7%,-3.9%,-23.4%,-113.1%[inhibitor],-11.8%,4.4%,0.8%,-13.3%
CC(=O)C1=C(c2ccccc2)N(C(C)=O)n2c(C)nnc2S1,-3.8%,?,?,10.7%,?,?,0.0%,?,-7.9%
CCc1ccc(C2=CC(c3cccc(C)c3)n3c(nc4ccccc43)N2)cc1 (stereo not given),·,·,?,28.4%,·,·,12.6µM*,-2.5%,-25.9%
CCc1sc(C(=O)Nc2ccsc2C(=O)OC)cc1Br,-5.8%,-0.6%,2.0%,4.5%,-5.8%,-3.1%,-12.8%,-9.1%,6.8%
COc1ccc(C2=CCCC2)c(OC)c1,-5.0%,9.7%,4.4%,-7.4%,4.0%,?,19.9%,0.0%,7.0%
O=C(/C=C/c1ccc(Cl)cc1)NC1CC2CCC1C2 (stereo not given),10.7%,-4.6%,?,-1.8%,-2.5%,-10.5%,?,6.9%,1.0%
Cc1ccc(CCNC(=O)c2ccc3c(c2)nc2n3CCOC2)cc1,·,·,2.0%,5.3%,·,·,11.0%,0.9%,17.7%
O=C(NC1CCN(C(=O)N2c3ccccc3Sc3ccccc32)CC1)c1ccco1,-8.2%,?,?,?,?,20.6µM*,9.5%,?,-16.7%
Cc1c(NC(=O)Oc2ccccc2)sc(=S)n1C,5.6%,3.3%,0.0%,11.1%,9.1%,?,-14.4%,-2.2%,-6.5%
CC(C)[C@H](NC(=O)c1ccccc1)C(=O)OCC(=O)Nc1ccc(Cl)cc1C(F)(F)F,11.8%,-1.3%,?,10.7%,-7.3%,7.9%,-0.4%,4.4%,-6.2%
O=C(Oc1ccc[nH]c1=O)c1ccccc1,-2.2%,?,-23.6%,-6.3%,·,?,22.4%,4.9%,?
N#Cc1ccccc1NC(=O)COC(=O)c1ccc(F)cc1F,0.9%,1.9%,17.0%,8.3%,-2.4%,9.3%,-12.5%,7.2%,4.9%
Cc1ccc(C)c(NC(=O)C2CC(=O)N(C(C)C)C2)c1 (stereo not given),-12.3%,8.9%,2.0%,-0.6%,2.2%,8.6%,6.6%,12.5%,5.3%

# In the list so far, 2 have a furan ring, fused or not.
SMILES,GLP1R ag,HT1080-NT tox,GLP-1R inv ag,GLP1R cytotox,SW480 rereplic,HT1080 IDH1KD tx,TDP-43 yeast inh,KB-3-1 tox,KB-V1 MDR tox
O=[N+]([O-])c1cccc(-c2noc(-c3ccco3)n2)c1,15.2%,9.3%,13.5%,1.8%,-17.2%,8.4%,14.2%,-4.7%,11.9%
O=C(NC1CCN(C(=O)N2c3ccccc3Sc3ccccc32)CC1)c1ccco1,-8.2%,?,?,?,?,20.6µM*,9.5%,?,-16.7%

# High-throughput results as filed in PubChem.
